# From PubChem
# PDI inh = PDI (human) enzyme inhibition | PDI insulin aggregation turbidity, A650, 90 min | inhibition, % at 10 µM | 0.052% of 350,000 active | AID 588391;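 active = mean inhibition across replicates of 30% or more, whatever share of single replicates reach that level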;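 note: absorbance from insulin aggregation driven by PDI reduction with DTT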
# Target sequence (P07237 whole entry, looked up): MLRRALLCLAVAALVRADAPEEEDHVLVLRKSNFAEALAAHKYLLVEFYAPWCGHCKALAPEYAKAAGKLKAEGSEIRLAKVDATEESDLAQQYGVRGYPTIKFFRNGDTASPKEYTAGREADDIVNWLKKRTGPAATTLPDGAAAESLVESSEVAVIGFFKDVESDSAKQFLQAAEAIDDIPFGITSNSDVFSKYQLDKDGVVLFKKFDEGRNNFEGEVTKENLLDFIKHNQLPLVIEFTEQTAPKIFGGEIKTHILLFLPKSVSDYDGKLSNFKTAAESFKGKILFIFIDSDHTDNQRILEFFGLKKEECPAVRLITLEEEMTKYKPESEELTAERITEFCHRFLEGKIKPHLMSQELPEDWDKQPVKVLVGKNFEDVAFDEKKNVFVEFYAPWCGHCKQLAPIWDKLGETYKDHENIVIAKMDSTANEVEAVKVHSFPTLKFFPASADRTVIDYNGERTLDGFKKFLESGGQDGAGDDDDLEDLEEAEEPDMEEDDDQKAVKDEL
# Exocytosis inh = blocks lytic granule exocytosis; TALL-104 LAMP-1 surface exposure, flow cytometry; cells stimulated with thapsigargin and PMA; inhibition, % at 10 µM; 0.66% of 360,000 active;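 active = inhibition above about 55%, limit read from the data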
# MITF TRPM1 inh = inhibitors of MITF-driven TRPM1 promoter in melanoma cells | SK-MEL-5 TRPM1 promoter luciferase, 24 h | inhibition, % at 12.5 µM | 0.83% of 330,000 active;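 active = mean inhibition across replicates of 60% or more, whatever share of single replicates reaches that level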; note: values of inactives mirror those of a sister screen read the other way
# CaV13 FRET inh = Primary screen for inhibitors of IQ motif and Ca2+-dependent inactivation inhibitor domain binding in CACNA1D, Förster resonance energy transfer in living cells, …; HEK cells, CFP/YFP FRET ICDI-IQ, plate reader, 10 min; percent FRET-ratio fall versus neutral wells; inhibition, % at 12.3 µM; 0.098% of 340,000 active; AID 743397;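 active = mean replicate inhibition of at least 30% and at least 1% of replicates passing that level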;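 note: 0% = median of the neutral control wells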
# hiPSC survival = enhancers of human iPSC single-cell survival | survival enhancement, % at 20 µM | hiPSC single-cell survival, ATPlite luminescence; 100% = ROCK inhibitor wells, 0% = DMSO | AID 602274 | 0.044% of 360,000 active; in the data active = survival enhancement above about 18%;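 note: cells exposed to compounds for 16 hours before the ATP read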
# HIF-2a inh = inhibitors of HIF-2a. 786-0 RCC cells HIF-2a reporter, luciferase luminescence, overnight. inhibition, % at 18.8 µM. 0.72% of 360,000 active. AID 624352;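 active = inhibition of the luminescence signal of 40% or more relative to plate controls, in a single-dose primary screen at 18.75 µM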
# NR2E3 ag-1 = human photoreceptor-specific nuclear receptor agonism; Q9Y5X4; CHO-S Gal4-NCOR/VP16-NR2E3 two-hybrid, luciferase; inhibition of corepressor binding, % at 3.98 µM; 0.35% of 360,000 active; AID 602229;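 active = inhibition above the mean of all tested compounds plus 3 SD, cut at about 70% in these data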;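 note: 0% = DMSO with NR2E3 transfected cells and 100% = cells lacking NR2E3 construct; higher means lower luciferase signal from less NR2E3 corepressor binding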
# Target sequence (Q9Y5X4 whole entry, looked up, the tested form may be a part): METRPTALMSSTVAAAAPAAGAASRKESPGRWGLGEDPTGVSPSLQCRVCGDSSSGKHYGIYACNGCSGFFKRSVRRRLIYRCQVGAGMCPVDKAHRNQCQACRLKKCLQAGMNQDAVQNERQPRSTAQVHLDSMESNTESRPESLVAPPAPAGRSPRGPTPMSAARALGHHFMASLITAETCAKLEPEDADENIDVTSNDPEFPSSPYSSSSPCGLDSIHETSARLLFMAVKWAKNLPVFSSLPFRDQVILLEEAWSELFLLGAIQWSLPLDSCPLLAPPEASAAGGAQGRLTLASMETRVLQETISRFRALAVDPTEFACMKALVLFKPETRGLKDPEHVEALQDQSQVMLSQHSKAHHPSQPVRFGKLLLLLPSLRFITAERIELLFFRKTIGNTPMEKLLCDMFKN
# Vif inh = blocks HIV Vif function; inhibition, % at 7.49 µM; HEK293T cells, Vif self-association by quenched fluorescence, imaging, 24 h; AID 602346; 0.35% of 340,000 active; in the data active = inhibition above about 50%, passing the limit was not always enough; note: some results filed as inactive read as strong as hits
# NR2E3 ag-2 = agonists of human nuclear receptor NR2E3 | Q9Y5X4 | GST-NR2E3/biotin-RetCOR TR-FRET, 1536-well | inhibition of corepressor binding, % at 4.78 µM | 0.12% of 320,000 active | AID 2300;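 active = percent inhibition above the cutoff of mean plus 3 SD of all tested compounds, set per screening campaign, cut at about 20% in these data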;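 note: 0% = DMSO wells and 100% = biotin wells as full block of FRET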
#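 Test system: GST-NR2E3 and biotin-RetCOR proteins | Quantity: 1.35 nM GST-tagged NR2E3 final | Medium: Tris pH 7.5 | Also added: 7 nM biotin-RetCOR | Dosing: Compound at 4.8 µM, single dose | Timing: 5 h at 4 °C | Detection: Time-resolved FRET | Read-out basis: Percent inhibition | Benchmarks: Biotin wells as high control, 0.6% DMSO wells as low control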
# Peg3 promoter = reduces Peg3 promoter-driven luciferase expression in HeLa | 1.7% of 360,000 active | inhibition, % at 20 µM | AID 588405 | HeLa PEG-Prom luciferase reporter, luminescence, overnight;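 active = inhibition of at least 50% at 20 µM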
# aDG glyco up = alpha-DG glycosylation activation. 0.22% of 360,000 active. activation, % at 10 µM. Pro5-aDG cells, alpha-DG glycosylation AlphaScreen (IIH6); 0% Pro5, 100% B10-LARGE cell signal;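 active = activation of at least 8% versus controls, or a plate z-score of at least 8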;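 note: Pro5 are CHO cells carrying HIG-tagged alpha-DG that lacks glycosylation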
# Active calls of the source: *; x = not tested or not shown.
Structure	NR2E3 ag-1	hiPSC survival	MITF TRPM1 inh	Exocytosis inh	HIF-2a inh	Peg3 promoter	NR2E3 ag-2	PDI inh	Vif inh	CaV13 FRET inh	aDG glyco up
CC1CCCCC1NC(=O)c1ccc2c(c1)[nH]c(=O)n2C1CCCC1 (stereo unspecified)	9	-1.6	2	-2	-11	13	1	-5	1	-6	-0.1
CS(=O)(=O)N1CCN(c2ccc([N+](=O)[O-])cc2F)CC1	-17	-0.3	0	-1	14	-4	2	-4	5	0	-0.3
CCCCC(CC(O)COCC(C)C)C(=O)NNC(=S)Nc1ccccc1 (stereo unspecified)	-25	2.2	-5	-1	-62	-26	3	-2	2	6	0.1
Cc1nc2c(C)cccn2c(=O)c1NC(=O)c1cccs1	6	0.2	6	-2	-7	1	0	-1	-4	-6	-0.4
CCNC(=O)C1(C)CCCN(Cc2noc(-c3c(C)noc3C)n2)C1 (stereo unspecified)	-59	-1.2	x	-5	6	-15	x	-2	-4	-7	0.0
c1ccc(-n2nnnc2Sc2n[nH]c(-c3ccncc3)n2)cc1	10	-0.4	-2	0	0	0	-1	-7	-2	-8	0.3
O=C(Cc1ccc(F)cc1)N/N=C/c1ccncc1	-2	8.7	5	-5	0	14	-2	-6	-10	-8	-0.2
O=C(c1ccc(-c2nnc(Nc3cccc(Cl)c3)c3ccccc23)cc1)N1C[C@H]2C[C@H](C1)c1cccc(=O)n1C2	-17	3.3	3	-2	18	14	4	-1	9	-1	-0.2
Cc1ccc(NC(=O)CN2CCC(NC(=O)Cc3ccccc3)CC2)cc1C	9	2.4	-6	-3	21	12	2	10	10	-7	0.3
Cc1[nH]c2ccccc2c1/C=N/Nc1nc(Nc2ccccc2)nc(N2CCOCC2)n1	43	-2.0	-65	5	-124	-12	-2	-1	-2	x	0.3
O=c1oc2ccccc2cc1-c1nc(-c2ccccc2)no1	-37	2.4	-19	2	-149	-213	1	-5	8	x	0.1
COCCNC(=S)NC1CC2CCCC(C1)N2Cc1cccs1 (stereo unspecified)	17	3.9	21	-2	15	30	5	-4	7	-8	0.5
CCC1Oc2ccccc2N(CC(=O)N2CC(C)CC(C)C2)C1=O (stereo unspecified)	34	0.3	x	-3	2	12	x	-2	-1	-6	0.2
COC(=O)[C@@]12CCCN1[C@H](c1ccc(-c3ccc4c(c3)OCO4)c(OC)c1)[C@H]1C(=O)N(C)C(=O)[C@H]12	13	3.2	5	0	18	4	1	9	-1	-4	-0.1
CC1(C)CC(=O)C(C=NCCN2CCN(C(=O)c3ccc(Br)cc3)CC2)=C(O)C1	-23	-1.6	-8	-2	-12	-15	1	-4	-6	-5	0.0
CCn1ncc(Br)c1C(=O)Nc1ccc(F)cc1F	-17	-0.5	-17	6	-5	7	2	1	x	-8	-0.3
COc1ccccc1NC(=O)NCCN1CCN(C(=O)Nc2ccccc2OC)CC1	-20	-1.7	8	-2	18	13	2	-5	4	-1	0.1
CCc1ccc2c(c1)C(=O)CCC2	-11	-1.9	3	4	18	10	x	6	14	-5	-0.3
OC[C@@H]1[C@@H](c2ccc(Cl)cc2)C(c2cccc(Cl)c2)=NN1c1ccccc1	-18	-1.3	-4	16	-3	54*	x	12	-7	-11	1.9
CCN(CC)CCNC(=O)c1ccc(NC(=O)c2cccc(-n3cnnn3)c2)cc1	-27	1.5	-3	-4	19	22	3	-1	0	-6	-0.2
CC(C)[C@H](NC(=O)c1ccc(F)cc1)C(=O)NC1=NCCS1	8	-0.7	-1	23	-26	-5	0	2	8	-10	-0.1
COC(=O)C(C)(C)ONC(=O)Nc1ccc(Br)cc1	-20	-1.6	-15	19	-67	-52	-5	-15	2	-4	-0.3
CC1CCCN(C/C=C/c2ccccc2[N+](=O)[O-])C1 (stereo unspecified)	-6	-2.9	9	6	2	6	0	9	7	-9	0.1
Cc1c(NC(=O)c2ccc(S(=O)(=O)N3CCOCC3)cc2)c(=O)n(-c2ccccc2)n1C	-5	-0.6	2	0	3	-10	2	4	7	-14	0.0
COc1cccc(CN2CC(C(=O)NC3CCC3)CCC2=O)c1 (stereo unspecified)	-24	0.0	0	0	-12	4	0	-2	-2	-10	0.4
O=[N+]([O-])c1c(Nc2ccccn2)cc(Cl)c2nonc12	2	-1.1	76*	97*	96*	108*	5	-2	-8	-3	0.5
COc1ccc(-n2nnnc2CNC(=O)C(=O)c2c[nH]c3ccccc23)cc1	5	0.3	9	-1	11	12	0	-5	2	-1	-0.2
O=C(CCCC(=O)OCC(Cl)=C(Cl)Cl)Nc1cccc(F)c1	-10	-2.4	2	0	14	-10	3	0	-14	-5	0.1
C[C@H](CO)N1C[C@H](C)[C@@H](CN(C)S(=O)(=O)c2ccccc2)OCCCC[C@H](C)Oc2ccc(NC(=O)CCC(F)(F)F)cc2C1=O	24	-2.3	x	-1	-7	-3	x	6	-1	-4	3.4*
C/C(=N\NC(=O)c1cc(Br)ccc1O)c1cccc(NC(=O)c2ccccc2F)c1	-91	-0.5	-19	3	-65	-37	0	0	9	-4	-0.2
CCOC(=O)C(NC(=O)C1C(C)N1S(=O)(=O)c1ccc(C)cc1)C(=O)OCC (stereo unspecified)	-15	-0.4	-2	0	5	17	-1	-10	-1	-6	-0.2
CS(=O)(=O)N1CCN(C(=O)COc2ccccc2)CC1	-53	0.0	-6	0	19	10	0	-5	6	-4	0.0
COc1ccccc1NC(=O)Nc1ccc(NC(=O)c2ccccc2O)cc1	-37	0.0	-19	25	-48	-10	2	-3	0	-7	0.0
CCCCn1nc(C(=O)Nc2nc3c(s2)CCCC3)c2ccccc2c1=O	-22	0.4	-10	3	-3	5	0	1	3	-2	-0.5
O=[N+]([O-])c1ccccc1/C=N/N1CCN(c2ccc(Cl)cc2)CC1	-2	6.2	4	1	-44	-11	-1	-5	0	-3	0.0
COCCNC(=O)c1ccc(CS(=O)(=O)c2ccccc2OC)o1	-36	0.4	-2	-2	14	13	3	19	11	-5	0.0
CCc1ccc2[nH]c(=O)c(C(c3nnnn3CC3CCCO3)N3CCCc4ccccc43)cc2c1 (stereo unspecified)	9	0.4	-6	-2	13	14	-4	-7	19	-5	0.1
NC(=S)NNC(=O)c1cccc(Cl)c1	-17	0.8	1	3	-16	-16	0	3	10	-2	-0.1
Cc1cccc(NC(=O)c2sc(Cl)nc2C)c1C	-10	-1.2	1	4	1	-5	-3	2	-2	-1	0.3
CCOC(=O)c1ccccc1N=N/C(C(C)=O)=C(/C)O	-6	2.7	-12	-6	1	-16	-3	21	2	-3	0.5
Cc1ccc(NC(=O)c2ccccc2F)cc1S(=O)(=O)N1CCCCCC1	-6	0.4	-4	-3	13	24	0	7	-15	1	0.0
Cc1ccc(C(=O)NCC(=O)OCC(=O)/C=C2\N(C)c3ccccc3C2(C)C)cc1C	0	-0.2	5	-2	21	12	6	-10	13	-4	0.0
CCCC1=NCCn2cccc21	14	-2.8	-2	-3	12	12	0	6	-4	-5	-0.2
COC(=O)c1ccc(NC(=S)N2CCN(Cc3ccc(Cl)cc3)CC2)cc1	-7	-1.8	4	-3	11	8	-2	10	-14	-5	0.4
OC(COc1ccccc1)CSc1ncn[nH]1 (stereo unspecified)	-24	-0.3	6	-2	-2	12	-2	-8	-5	-5	-0.3
COc1cccc(C(=O)Nc2nc3ccccc3s2)c1	-148	-1.0	-64	11	-267	-249	-5	-1	-5	-4	-0.1
C[C@@H]1CN([C@H](C)CO)C(=O)c2cc(/C=C/c3ccccc3)cnc2O[C@H]1CN(C)C(=O)NC1CCCCC1	-17	7.1	x	5	-9	-6	x	-4	x	-6	-0.2
COc1ccc(N2CC(C(=O)Nc3ccc4c(c3)OCO4)CC2=O)cc1 (stereo unspecified)	-22	1.5	-9	0	1	2	6	3	7	-4	-0.1
Cc1ccc(CN2CCSc3ccc(C(=O)NC4CCN(Cc5ccccc5)CC4)cc32)cc1	-18	-3.0	-8	32	19	21	1	-6	-1	-18	4.4
CCCOP(=O)(OCCC)C1(Nc2ccc(C)cc2)CCCCC1	10	1.2	-9	2	16	3	1	4	5	x	0.0
CCCCCCCC1CC(CSC(=N)N)OC1=O (stereo unspecified)	16	1.7	-5	1	4	-7	1	-9	3	-8	0.6
COC(=O)c1c(NC(=O)C2C3CCC(C3)C2C(=O)O)sc2c1CCCCC2 (stereo unspecified)	-60	-1.3	-20	-9	-77	-44	5	-7	13	-3	-0.4

# 11 of the compounds above, with values under each structure:
# Below each compound: NR2E3 ag-1	hiPSC survival	MITF TRPM1 inh	Exocytosis inh	HIF-2a inh	Peg3 promoter	NR2E3 ag-2	PDI inh	Vif inh	CaV13 FRET inh	aDG glyco up
Cc1cccc(NC(=O)c2sc(Cl)nc2C)c1C
    -10	-1.2	1	4	1	-5	-3	2	-2	-1	0.3
CCOC(=O)c1ccccc1N=N/C(C(C)=O)=C(/C)O
    -6	2.7	-12	-6	1	-16	-3	21	2	-3	0.5
Cc1ccc(NC(=O)c2ccccc2F)cc1S(=O)(=O)N1CCCCCC1
    -6	0.4	-4	-3	13	24	0	7	-15	1	0.0
Cc1ccc(C(=O)NCC(=O)OCC(=O)/C=C2\N(C)c3ccccc3C2(C)C)cc1C
    0	-0.2	5	-2	21	12	6	-10	13	-4	0.0
CCCC1=NCCn2cccc21
    14	-2.8	-2	-3	12	12	0	6	-4	-5	-0.2
COC(=O)c1ccc(NC(=S)N2CCN(Cc3ccc(Cl)cc3)CC2)cc1
    -7	-1.8	4	-3	11	8	-2	10	-14	-5	0.4
OC(COc1ccccc1)CSc1ncn[nH]1 (stereo unspecified)
    -24	-0.3	6	-2	-2	12	-2	-8	-5	-5	-0.3
COc1cccc(C(=O)Nc2nc3ccccc3s2)c1
    -148	-1.0	-64	11	-267	-249	-5	-1	-5	-4	-0.1
C[C@@H]1CN([C@H](C)CO)C(=O)c2cc(/C=C/c3ccccc3)cnc2O[C@H]1CN(C)C(=O)NC1CCCCC1
    -17	7.1	x	5	-9	-6	x	-4	x	-6	-0.2
COc1ccc(N2CC(C(=O)Nc3ccc4c(c3)OCO4)CC2=O)cc1 (stereo unspecified)
    -22	1.5	-9	0	1	2	6	3	7	-4	-0.1
Cc1ccc(CN2CCSc3ccc(C(=O)NC4CCN(Cc5ccccc5)CC4)cc32)cc1
    -18	-3.0	-8	32	19	21	1	-6	-1	-18	4.4
